# Screening data deposited in PubChem BioAssay by The Scripps Research Institute Molecular Screening Center.
# TbREL1 primary = TbREL1 inhibition, primary screen; P86926; TbREL1 RNA ligation, FRET fluorescence; inhibition, % at 9.66 µM; actives 0.49% (n = 89,000); AID 1117264;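 active = inhibition above the mean inhibition across all screened compounds plus 3 SD, cut at about 11% in these data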;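 note: 0% = plate median of test wells and 100% = NSC42067 control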
# Target sequence (P86926 whole entry, looked up): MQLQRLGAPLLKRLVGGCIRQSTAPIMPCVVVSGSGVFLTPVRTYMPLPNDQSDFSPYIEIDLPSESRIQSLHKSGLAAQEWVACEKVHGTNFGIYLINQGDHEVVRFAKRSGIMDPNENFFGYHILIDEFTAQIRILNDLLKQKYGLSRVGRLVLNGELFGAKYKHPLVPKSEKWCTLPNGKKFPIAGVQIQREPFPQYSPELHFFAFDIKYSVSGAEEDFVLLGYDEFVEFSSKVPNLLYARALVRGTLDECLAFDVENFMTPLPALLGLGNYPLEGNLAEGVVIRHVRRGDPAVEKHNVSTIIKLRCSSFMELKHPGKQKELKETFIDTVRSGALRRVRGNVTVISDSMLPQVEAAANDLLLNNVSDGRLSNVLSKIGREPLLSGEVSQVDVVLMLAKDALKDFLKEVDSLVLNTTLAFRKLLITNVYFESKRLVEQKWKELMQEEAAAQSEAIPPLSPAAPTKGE
# Numbers without * were called inactive.
Structure | TbREL1 primary
CCN(CC)C(=O)C1CCCN(c2ccc([N+](=O)[O-])cc2/C=N/NC(=O)c2ccccc2)C1 (stereo unspecified) | -1.3
CC(=O)c1ccc(C(=O)N2CCc3c([nH]c4ccccc34)C2c2cccc(C)n2)s1 (stereo unspecified) | 0.2
O=C(O)c1[nH]c2ccc(Br)cc2c1CCN1C(=O)c2cccc([N+](=O)[O-])c2C1=O | -1.8
Cc1csc(NC(=O)C2CCCN(S(=O)(=O)c3ccc(Br)s3)C2)n1 (stereo unspecified) | -1.9
CCN(CC)CC(=O)Nc1ccc(C)cc1Br | -5.1
Cc1ccc(-n2nnc(-c3nccn3C)n2)cc1 | 2.1
O=C(CCNC(=O)c1ccc(Cl)cc1)Nc1nc2ccccc2[nH]1 | -3.3
c1ccc(-n2c(Cc3cccnc3)nc3cnccc32)cc1 | 1.9
Cc1cc(C(=O)CCC(=O)N2CCN(c3ccccc3O)CC2)c(C)s1 | -4.8
CCn1cc(S(=O)(=O)Nc2ccccc2C(F)(F)F)cn1 | 0.2
COc1ccc(-c2cnc3c(c2)C(=O)N([C@H](C)CO)C[C@@H](C)[C@@H](CN(C)C(=O)NC2CCCC2)O3)cc1 | 0.5
O=C(Nc1ccc2c(c1)CCC2)c1ccc(F)c(S(=O)(=O)N2CCOCC2)c1 | 2.1
Cc1cc(NCCCn2ccnc2)n2nc(C)c(-c3ccccc3)c2n1 | -3.4
C/C(N)=C(/C#N)C(=O)CSc1nnc(COc2ccccc2Cl)o1 | -3.2
CCc1cc(=O)oc2cc(C)cc(O)c12 | 4.9
CC1(Cc2ccc(S(C)(=O)=O)cc2)C(=O)Nc2ccc(Cl)cc21 (stereo unspecified) | 0.0
CCOc1ccccc1NC(=O)c1ccc(S(=O)(=O)N2CCCCC2)cc1 | 1.6
COc1ccc2nc(N/C(N)=N/C(=S)Nc3c(C)cccc3C)nc(C)c2c1 | -0.3
CCC(C)(C)NC(=S)Nc1ccccc1C | -10.7
N#C/C(=C\c1cc([N+](=O)[O-])c(N2CCCCC2)cc1N1CCCCC1)c1nn(-c2ccccc2)c(N)c1C#N | 3.5
O=C(COC(=O)CC1CCCC1)Nc1ccccc1[N+](=O)[O-] | 2.9
COc1ccc2nc(Nc3ccc4c(c3)OCO4)sc2c1 | 3.4
N#Cc1ccc(OCC(=O)Nc2cc(S(=O)(=O)N3CCCCC3)ccc2N2CCCCC2)cc1 | -0.2
Fc1ccc(NC(=S)Nc2cccc3cnccc23)cc1 | -2.8
O=[N+]([O-])c1ccc2ncnc(Nc3ccc4c(c3)OCCO4)c2c1 | 4.6
CCN1CCN(C(c2ccc(F)cc2)c2nnnn2Cc2ccc3c(c2)OCO3)CC1 (stereo unspecified) | -1.1
CC(C)C(=O)N1c2ccccc2NC2=C(C(=O)CCC2)C1c1ccc(N(C)C)cc1 (stereo unspecified) | -2.4
Cc1nc2c(-c3ccccc3)c(C)nn2c(C)c1CCC(=O)NC(C)CCc1ccco1 (stereo unspecified) | -7.2
NC(=O)c1cc(-c2csc(NCCc3ccccc3)n2)ccc1O | 6.8
CCC(=O)N1CCc2cc(Br)cc(S(=O)(=O)CCC(=O)NCCc3ccccc3)c21 | -0.3
O=C(CN1CCSC1=NCc1ccccc1)c1ccc(Cl)cc1 | 2.1
CC1CCOC2(O1)C(=O)N(CN1CCN(c3ccccc3F)CC1)c1ccccc12 (stereo unspecified) | 0.1
CCCCC1=CC2=CC(=O)C(C)(OC(=O)CC)C(=O)C2=CN1c1cccc(C#N)c1 (stereo unspecified) | -2.6
COc1ccc(-c2ccc(C(=O)NCc3ccc(F)c(F)c3)c3occc23)c(C)c1 | 3.8
COc1cc(C(=O)Nc2ccc(C(=O)NCC3CCCO3)cc2)cc(OC)c1OC (stereo unspecified) | -0.2
Cn1ccc(C(=O)Nc2sc3c(c2C(N)=O)CCCCC3)n1 | -0.6
Nc1ccc(S(=O)(=O)c2ccc(N)c(N)c2)cc1 | -4.5
O=C(NCc1cccs1)c1nc2ncccn2n1 | 0.0
O=C(CCCn1c(=O)[nH]c2ccccc2c1=O)NCCSCc1ccccc1 | 0.5
COc1cccc(N/C=C/C(=O)c2ccc(Br)cc2)c1 | 0.1
C[C@H]1CC[C@]2(O[C@@H](CCO)C[C@H](O)[C@H]2O)O1 | -1.7
CN1/C(=C/C2CC(=O)N(c3cccc4ccccc34)C2=O)C(C)(C)c2ccccc21 (stereo unspecified) | 0.3
COC(=O)c1cc2sc(Cl)cc2n1Cc1nc(-c2ccccc2)oc1C | 0.1
CC1CCN(S(=O)(=O)CCNC(=O)c2ccc(F)cc2)CC1 | 0.7
Cc1cccc(N(CC(=O)NCC2CCCO2)C(=O)CCC(=O)Nc2nccs2)c1 (stereo unspecified) | -2.6
CN1C(=O)CC(N2CCC(c3nc4ccccc4[nH]3)CC2)C1=O (stereo unspecified) | 1.2
C/C(=N/NC(=O)c1ccco1)c1cccc(NC(=O)c2ccc(C)s2)c1 | 0.4
O=C(NCc1cccnc1)C1CCN(S(=O)(=O)c2cccs2)CC1 | -0.9
Fc1ccc(CSc2nnc(Cc3sc(-c4ccccc4)nc3-c3ccccc3)o2)cc1 | -0.4
Cc1ccc(S(=O)(=O)NCCCCCC(=O)Nc2nccs2)cc1 | -1.0
COC1=C(Nc2ccccc2OC)C(=O)c2ccccc2C1=O | -0.5
Cc1ccccc1-n1c(SCc2c(C)noc2C)nnc1-c1c[nH]c2ccccc12 | -1.9
CC(C)C(OC(=O)CN1C(=O)c2ccccc2C1=O)C(=O)NC1CCCC1 (stereo unspecified) | 3.5
COc1cccc(NC(=O)NNC(=O)COc2ccc3ccccc3c2)c1 | 0.2
Cc1cccc(C)c1N1CCN(C(=O)Nc2ccc3c(c2)OCCO3)CC1 | -2.7
COCCN(C(=O)Cc1ccc(S(=O)(=O)N2CCOCC2)s1)c1c(N)n(CC(C)C)c(=O)[nH]c1=O | -1.6
CC1(C)CC(=O)C2=C(C1)Nc1ccccc1NC2c1ccc2c(c1)OCO2 (stereo unspecified) | -5.5
CCOc1ccc(S(=O)(=O)N2CCCCC2)cc1NC(=O)CN1CCCC1c1cccs1 (stereo unspecified) | 1.2
Cc1nc2ncnn2c(C)c1Cc1ccc(Cl)cc1F | -1.7
Cc1ccc(N(CC(=O)Nc2ccc3c(c2)OCCO3)S(=O)(=O)c2c(C)n[nH]c2C)cc1 | -0.1

# The listing continues.
Structure | TbREL1 primary
CC(=O)c1cccc(NC(=O)CSCc2ccc(Br)cc2)c1 | -1.8
CCOc1ccc(Nc2ccc(S(=O)(=O)N3CCN(C)CC3)cc2[N+](=O)[O-])cc1OCC | -1.5
CC1=C(C(=O)Nc2ccccc2F)C(c2ccsc2)C2=C(CC(c3ccccc3)CC2=O)N1 (stereo unspecified) | -1.9
Cc1ccc(C(=O)Cn2c(=N)n(N)c3ccccc32)cc1 | -0.3
CCN(CC)CCCNC(=O)c1cc(-c2cccc(Cl)c2)on1 | -0.1
O=C(NC(=S)Nc1ccccc1N1CCCC1)c1ccccc1Br | -6.1
Nc1c(C(=O)Nc2ccccc2F)sc2nc(-c3cccnc3)ccc12 | -2.2
Cc1ccc(C)c(C(=O)Nc2cc(C)nn2-c2nc(C)cc(C)n2)c1 | -0.7
CCC[C@H]1[C@@H](N(C)Cc2ccccc2)CC[C@@]23CCCN2C(=O)CCC[C@@H]13 | -3.1
COc1ccc(C2=NS(=O)(=O)N(C)C(C(=O)N(C)Cc3ccccc3)=C2)cc1OC | -2.8
CC(=O)c1cc2c(cc1N(C(=O)Cn1nnc3ccccc31)C(C(=O)NCCC(C)C)c1cccnc1)OCO2 (stereo unspecified) | -5.1
CCC(=O)OCc1c(C(F)(F)F)nn(C)c1Oc1cccc(C(F)(F)F)c1 | 1.7
Cc1cccc(N2CCN(C(=O)CC(NC(=O)c3ccccc3)c3ccccc3)CC2C)c1 (stereo unspecified) | -5.2
C/C(=N\NC(=S)NC1CCCCC1)c1ccccc1 | -0.8
O=C(/C=C/c1ccc2c(c1)OCO2)N1CCN(c2n[nH]c(=O)[nH]c2=O)CC1 | -1.3
CC(=O)CSc1nnc(-c2cnccn2)n1-c1ccccc1 | 2.8
O=C(NN1C(=O)c2ccccc2NC1c1ccc([N+](=O)[O-])o1)c1ccc([N+](=O)[O-])cc1 (stereo unspecified) | 1.3
N/C(=N\OC(=O)CN1C(=O)c2ccccc2C1=O)c1ccc(Br)cc1 | -0.1
COc1cc(OC)cc(C(=O)NCCOc2ccccc2)c1 | -3.3
CCOC(=O)NNC(=O)C12CC3CC(CC(C3)C1)C2 | -1.7
O=C(/C=C/c1ccc([N+](=O)[O-])cc1)NCCSc1ccccc1 | -2.2
COc1ccccc1C(=O)NCCn1ccc2ccccc21 | -2.4
COc1ccccc1OC(=O)c1ccc(SC)cc1OC | 4.5
O=C(/C=C/c1ccco1)Oc1cc(Br)cc(/C=N/NC(=O)c2ccccc2O)c1 | 0.1

# Some of these compounds in order of count of non-hydrogen atoms, ascending.
Structure | TbREL1 primary
C/C(=N\NC(=S)NC1CCCCC1)c1ccccc1 | -0.8
N/C(=N\OC(=O)CN1C(=O)c2ccccc2C1=O)c1ccc(Br)cc1 | -0.1
O=C(/C=C/c1ccc2c(c1)OCO2)N1CCN(c2n[nH]c(=O)[nH]c2=O)CC1 | -1.3
Cc1cccc(N2CCN(C(=O)CC(NC(=O)c3ccccc3)c3ccccc3)CC2C)c1 (stereo unspecified) | -5.2

# (further entries)
Structure | TbREL1 primary
O=S1(=O)NC(CC2=CCCCC2)C2CCCCC2O1 (stereo unspecified) | -1.9
O=C(O)c1ccccc1S(=O)(=O)CC(=O)N1CCCCC1 | 3.1
COc1ccc(C(CNC(=O)c2cccc3cccnc23)N(C)C)cc1 (stereo unspecified) | 3.9
CCCCc1nnc(NC(=O)C(C)Sc2nc(O)c(Cc3ccccc3)c(=O)[nH]2)s1 (stereo unspecified) | -6.1
CC(C)NC(=O)N(C)C[C@H]1Oc2ccc(NS(=O)(=O)c3ccccc3)cc2C(=O)N([C@H](C)CO)C[C@@H]1C | -0.9
Cc1cc(OC(=O)c2ccc(C(C)(C)C)cc2)c([N+](=O)[O-])c(=O)[nH]1 | 3.6
COc1cccc(CN(C)C(=O)c2cc(S(=O)(=O)N3CCCCCC3)ccc2OC)c1 | -0.9
CC1CN(C(=O)COC(=O)c2cc3ccccc3cc2O)CC(C)O1 (stereo unspecified) | 0.3
Cc1cccc(NC(=S)NC(=O)c2cccs2)n1 | -2.0
Cc1noc(C)c1NC(=O)N(C)C[C@H]1Oc2ccc(NS(=O)(=O)c3ccccc3)cc2C(=O)N([C@H](C)CO)C[C@@H]1C | -1.6
COc1ccc(OC)c(N=c2oc3c(OC)cccc3cc2C(=O)NCc2ccco2)c1 | -3.9
CC(NC(=O)C1CCCO1)c1ccccc1 (stereo unspecified) | -0.6

# Two records picked at random from the list so far, as already listed:
Structure | TbREL1 primary
Cc1cccc(NC(=S)NC(=O)c2cccs2)n1 | -2.0
O=S1(=O)NC(CC2=CCCCC2)C2CCCCC2O1 (stereo unspecified) | -1.9

# The listing continues:
Structure | TbREL1 primary
O=[N+]([O-])c1ccc(Oc2cccc(C(F)(F)F)c2)nc1 | -0.4
COc1ccccc1-c1ccc(=O)n(CC(=O)NC2CCc3ccccc32)n1 (stereo unspecified) | 4.1
CCn1c(SC)nnc1C1CCCN(CC(=O)Nc2ccccc2N2CCOCC2)C1 (stereo unspecified) | -3.9
Cc1ccccc1S(=O)(=O)Cc1ccc(C(=O)NC(C)c2ccccc2)o1 (stereo unspecified) | -3.2
Cc1cccc(OC(C)C(=O)Nc2cc(S(=O)(=O)N3CCCCC3)ccc2C)c1 (stereo unspecified) | -0.9
COc1cccc(C2=NOC(C(=O)NCc3ccc(F)cc3)C2)c1 (stereo unspecified) | 0.1
CN(CC(=O)Nc1ccccc1Cl)C(=O)Cn1cc(C(F)(F)F)ccc1=O | 0.4
CC(C)CSc1nc2ccccc2n1CC(N)=O | -1.2
Cc1ccc(Oc2ncc(CN3CC(C)OC(C)C3)s2)cc1 (stereo unspecified) | 3.7
COC(=O)CCCC(=O)N1CCCC(CNS(=O)(=O)c2ccc(OC)cc2)C1 (stereo unspecified) | -0.1
Cc1cccc(C)c1Cn1c(C)c(C(=O)NCc2ccc(C#N)cc2)sc1=O | -2.5
O=C(O)C1C2C=CC(C2)C1C(=O)N1CCc2ccccc21 (stereo unspecified) | -1.9
CCOC(=O)C1CCN(C2CC(=O)N(c3ccc(OCC)cc3)C2=O)CC1 (stereo unspecified) | 0.8
CC1=C(C(=O)N2CCCCCC2)CC(CC(=O)NC2CCCC2)C(=O)N1Cc1ccccc1 (stereo unspecified) | -0.3
COCCCNc1nc(=S)[nH]c2cc(OC)c(OC)cc12 | -1.7
Cc1cc(N2CCCC2)nc2c(C)cccc12 | 2.5
O=c1[nH]c(C2CCN(S(=O)(=O)c3ccccc3F)CC2)nc2c1nnn2Cc1ccc(F)cc1 | -0.1
CCOc1ccc(NC(=O)Cn2nnc(-c3ccccc3F)n2)cc1 | 1.1
O=S(=O)(c1cc(C(F)(F)F)ccc1Cl)N1CCN(c2ncnc3ccccc23)CC1 | -2.0
CCOCCCNC(=O)c1ccccc1OC1CCN(S(C)(=O)=O)CC1 | 8.5
CC(=O)N1CCc2cc(S(=O)(=O)CCC(=O)N3CCN(c4ccccn4)CC3)ccc21 | -1.8
CC(=O)Nc1ccc(NCC(=O)c2ccccc2)cc1 | -1.8
C=CCC1(O)C(=O)Nc2ccccc21 (stereo unspecified) | -0.6
Cc1ccc(-c2csc(N3CCN(CCCn4c(-c5ccncc5)nc5ccccc54)CC3)n2)cc1 | -5.1
Cc1c(Cl)cnc(NC(=O)COC(=O)/C=C/c2ccco2)c1Cl | 0.3
COc1ccc(-c2cc(C(F)(F)F)nc(N3CCOCC3)n2)cc1OC | 4.2
COc1cccc(/C=N/n2nnnc2N)c1O | -4.4
O=C1c2ccccc2S(=O)(=O)c2cc(C(=O)N3CCC(O)CC3)ccc21 | -0.3
O=C(NCCC1=CCCCC1)c1cc(S(=O)(=O)N2CCOCC2)ccc1F | -2.9
CCOC(=O)c1sc(SC)nc1N | 1.5

# Not all compounds are listed; the hit share may differ from the screen's.
